Screening data (PubChem)
TbPYK inhibitor: blocks Trypanosoma brucei pyruvate kinase. Potency, µM (doses to about 76.8 µM), inactives show top-dose activity, negative = inhibition, usual class: inhibitors. AID 624173. Q57TT1. TbPYK enzyme, Kinase-Glo Plus ATP luminescence, 45 min. hit rate 0.12% among 410,000; note: potency is the fitted concentration of half-maximal effect; nearly all actives have a fitted effect of over 50% in size
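Luminescent Kinase-Glo Plus end-point after 45 min room-temperature reaction of T. brucei pyruvate kinase started with 130 uM ADP (final). Buffer TEA 50 mM pH 7.2 with KCl, MgCl2, BSA, Tween-20; titration-based qHTS with fitted concentration-effect curves.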
AmpC detergent: blocks E. coli AmpC beta-lactamase in detergent assay | P00811 | AmpC hydrolysis of nitrocefin, absorbance 480 nm, 0.01% Triton | Potency, µM (series often up to 114 µM), inactives show top-dose activity change, negative = inhibition, actives largely listed as inhibitors | hit rate 0.041% among 370,000 | AID 485294;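 note: potency is the fitted concentration of half-maximal effect; 0% = no-compound wells and -100% = no-enzyme wells; nearly all actives have a fitted effect of over 25% in size; some results filed as inactive show a strong effect at the top dose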
Target sequence (P00811 whole entry, looked up): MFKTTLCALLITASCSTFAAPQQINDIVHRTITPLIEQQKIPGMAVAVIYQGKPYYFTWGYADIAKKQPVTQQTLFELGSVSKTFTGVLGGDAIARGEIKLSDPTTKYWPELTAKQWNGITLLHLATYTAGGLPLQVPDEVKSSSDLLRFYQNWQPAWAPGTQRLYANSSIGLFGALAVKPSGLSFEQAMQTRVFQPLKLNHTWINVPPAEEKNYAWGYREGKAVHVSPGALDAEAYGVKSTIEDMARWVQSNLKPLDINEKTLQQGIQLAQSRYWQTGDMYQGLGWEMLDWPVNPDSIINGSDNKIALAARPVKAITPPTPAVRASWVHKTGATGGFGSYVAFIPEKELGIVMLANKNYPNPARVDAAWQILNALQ
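20 mM phosphate pH 7.0 + 0.01% (detergent screen) or 0.0001% Triton X-100; 5.3 nM AmpC reagent; cpd preinc 15 min RT; nitrocefin (800 uM stock) to start; A480 q20 s × 4 min; Activity was normalised to no-enzyme and no-compound control wells.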
Sm TGR inh: inhibitors of Schistosoma mansoni thioredoxin glutathione reductase. Q962Y6. purified TGR, DTNB reduction, TNB absorbance 405 nm. Potency, µM (highest dose often 114 µM), without a hit: at the highest dose activity change, negative = inhibition, hits mostly inhibitors. hit rate 3% among 360,000; note: potency is the fitted concentration of half-maximal effect; nearly all actives have a fitted effect of over 60% in size
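First, TGR (20 nM dispensed) and NADPH were mixed with compound. Second, a 15 min room-temperature incubation followed. Third, further NADPH and then DTNB were added to start the reaction. Finally, TNB absorbance was monitored kinetically.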
AMA1-RON2 inh: AMA1-RON2 (P. falciparum) interaction inhibition | AlphaScreen AMA1-biotinylated RON2 peptide binding | Potency, µM (series often up to 58.2 µM), without a hit: at the highest dose activity change, negative = inhibition, most hits filed as inhibitors | hit rate 0.2% among 360,000 | AID 720542;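 note: potency is the fitted concentration of half-maximal effect; 0% = vehicle wells and -100% = peptide control; nearly all actives have a fitted effect of over 45% in size; some results filed as inactive show a strong effect at the top dose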
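AMA1 (3D7) with his tag at 25 nM final met compounds first, then biotinylated RON2 peptide at 25 nM; detection used donor plus acceptor beads, 10 µg/mL apiece, read by AlphaScreen after 30 min at room temperature.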
LmPK inh: blocks Leishmania mexicana pyruvate kinase activity. purified LmPK, Kinase-Glo ATP luminescence, 1 h. hit rate 0.37% among 290,000. Potency, µM (series often up to 57.5 µM), inactives show top-dose activity change, negative = inhibition, hits mostly inhibitors; note: potency is the fitted concentration of half-maximal effect
Target sequence (Q27686 whole entry, looked up): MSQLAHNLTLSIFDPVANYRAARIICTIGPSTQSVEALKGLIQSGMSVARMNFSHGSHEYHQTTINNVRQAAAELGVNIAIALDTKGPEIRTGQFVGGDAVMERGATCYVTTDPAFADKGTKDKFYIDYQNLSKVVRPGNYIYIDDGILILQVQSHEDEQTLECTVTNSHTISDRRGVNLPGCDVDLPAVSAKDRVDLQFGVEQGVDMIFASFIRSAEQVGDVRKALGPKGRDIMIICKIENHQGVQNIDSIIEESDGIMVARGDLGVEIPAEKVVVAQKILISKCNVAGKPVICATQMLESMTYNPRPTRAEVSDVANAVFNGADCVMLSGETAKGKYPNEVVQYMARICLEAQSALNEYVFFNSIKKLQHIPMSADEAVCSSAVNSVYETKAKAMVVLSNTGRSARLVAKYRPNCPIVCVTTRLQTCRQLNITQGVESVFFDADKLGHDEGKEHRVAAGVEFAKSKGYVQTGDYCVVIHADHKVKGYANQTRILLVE
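qHTS format; LmPK 0.1 nM; substrates PEP 0.5 mM and ADP 0.1 mM. One-hour room-temperature incubation, then coupled luciferase luminescence; 0.5 nM enzyme wells mark activation.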
HCMV inh: blocks human cytomegalovirus replication; HFF cells, HCMV-luciferase reporter, 72 h; stronger effect = lower value; activity change, negative = inhibition, % at 57.5 µM; hit rate 4.5% among 410,000; AID 1259415; in the data active = activity change below about -60%; inconclusive = no clear call, values can overlap the other calls; inactive = above about -39%
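Luciferase read-out from HCMV-luciferase-infected HFFs (MOI 1 PFU/cell) 72 h post infection at 37C; compounds added after 16 h cell attachment; activity normalized between buffer-only basal and Salinomycin (10uM) inhibitor controls.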
AmpC inh no detg: AmpC beta-lactamase inhibition without detergent; AmpC nitrocefin hydrolysis, absorbance 480 nm, 0.0001% Triton; Potency, µM (highest dose often 57.1 µM), inactives show at the highest dose activity change, negative = inhibition, most hits filed as inhibitors; hit rate 0.52% among 330,000; AID 485341;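 note: potency is the fitted concentration of half-maximal effect; plate controls were no compound for no effect and no enzyme for full effect; nearly all actives have a fitted effect of over 20% in size; some results filed as inactive show a strong effect at the top dose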
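AmpC (5.3 nM in the dispensed reagent) in 20 mM phosphate pH 7.0 with 0.01% (detergent screen) or 0.0001% Triton X-100 was preincubated with compounds for 15 min at room temperature. Nitrocefin was then added from an 800 uM solution, and hydrolysis was followed at 480 nm.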
Numbers without * were called inactive; u = inconclusive; x = not tested or not shown; [ ] = another dose, or the depositor's remark. Unless noted, calls come from the whole dose curve; as a rule, active = well fitted curve in the direction sought with a large enough effect; inconclusive = small, poorly fitted or top-dose-only effect, or another doubt; inactive = no such curve, though single readings can be large; an effect the other way counts as inactive or inconclusive. Unless noted, % is set by controls: 0 for no effect and ±100 for the full control effect.

Screens in order: LmPK inh	AMA1-RON2 inh	AmpC inh no detg	AmpC detergent	Sm TGR inh	TbPYK inhibitor	HCMV inh
1	CC(C)c1ccc2c(c1)C(=O)NC(C)(C)C2
→ -1%	0%	-4%	u	-2%	3%	58
2	Cc1cc(NC(=O)CSc2cn(C)c3ccccc23)no1
→ 10%	13%	-17%	u	-10%	-29%	9
3	C#CCOCCOCCOCCNc1nc(N2CCN(C(=O)[C@H]([C@@H](C)CC)n3cc([C@@H](N)CC(C)C)nn3)CC2)nc(N2CCN(C(=O)[C@H](Cc3cc4ccccc4[nH]3)n3cc([C@@H](N)Cc4ccc(O)cc4)nn3)CC2)n1
→ 5%	-10%	203%[activator]	9%	u	4%	x
4	CCS(=O)(=O)c1nc(S(=O)(=O)c2ccc(C)cc2)c(NC(C)c2ccccc2)s1 (stereo unspecified)
→ x	x	x	2%	-12%	3%	-9
5	COc1ccc(S(=O)(=O)N(CC(=O)NCCCN(C)C)c2ccc(C)cc2)cc1OC
→ 0%	-15%	4%	2%	0%	1%	u
6	C=CCNC(=O)C1CC(=O)N(c2ccc(OCc3ccc(F)cc3)cc2)C1 (stereo unspecified)
→ -3%	-5%	-5%	-5%	13%	-11%	76
7	CCn1c2ccccc2c2nnc(SCC(=O)O)nc21
→ x	x	x	-2%	-7%	5%	-5
8	CC1(C)C(CSc2nc3ccccc3[nH]2)C1(Cl)Cl (stereo unspecified)
→ 5%	2%	-36%	3%	3%	5%	-31
9	COc1ccc(-c2cc3nc(C4CCN(C(=O)OC(C)(C)C)CC4)c(C(=O)O)cn3n2)cc1
→ -4%	2%	-3%	-16%	0%	-18%	23
10	COc1ccccc1NC(=O)COc1ccc(/C=N/NC(=O)c2cccnc2)cc1
→ 2%	3%	-10%	-1%	4%	2%	44
11	CCC1(C)NC(=O)N(CC(=O)NCC(=O)Nc2c(C)cc(C)cc2C)C1=O (stereo unspecified)
→ x	1%	9%	3%	-13%	5%	54
12	Cc1ccn(C(CC(=O)c2ccc(Br)cc2)C(=O)O)n1 (stereo unspecified)
→ 0%	0%	-13%	u	8.9µM*	-18%	19
13	COc1ccc(NC(=S)Nc2ccc3nsnc3c2)cc1
→ 4%	57%[activator]	-21%	u	40µM*	-4%	-34
14	COc1cccc(NC(=O)CC2Nc3cc(C)c(C)cc3NC2=O)c1 (stereo unspecified)
→ x	x	x	2%	-7%	-2%	-19
15	Cc1cc([N+](=O)[O-])nn1CC(=O)N1CCOCC1
→ -1%	-3%	-10%	u	1%	4%	-13
16	Cc1ccc(NC(=S)Nc2cccc(S(=O)(=O)Nc3c(C)n(C)n(-c4ccccc4)c3=O)c2)cc1
→ 4%	9%	-37%	1%	50µM*	-4%	-25
17	Cc1cccc(OCCC(=O)OCC(=O)N2CCc3ccccc32)c1
→ 3%	8%	-5%	-7%	7%	4%	-17
18	Cc1ccc(Oc2ncnc3sccc23)cc1
→ 5%	-1%	25%	u	0%	9%	-9
19	COc1cc(C2CC(=O)c3c([nH]c(C(=O)OCc4ccc(C)cc4)c3C)C2)cc(OC)c1OC (stereo unspecified)
→ x	x	x	-4%	-3%	-4%	-18
20	Cc1ccc(S(=O)(=O)Nc2ccc3c4c(cccc24)CC3)c(C)c1
→ x	-3%	x	x	x	0%	-70*
21	C=CCN(c1ccccc1)S(=O)(=O)c1ccc2[nH]cc(C(=O)NCCOC)c(=O)c2c1
→ 2%	-1%	26%	u	-21%	-4%	-9
22	O=c1[nH]c(=O)n(CCC2=CCCCC2)c(O)c1C=NCc1cccnc1
→ -3%	2%	-11%	u	5%	2%	22
23	Cc1ccc(OCC(=O)OCC(=O)NC2CCCCCC2)cc1C
→ x	14%	x	x	x	-3%	-6
24	Cc1cccn2c(=O)c(C(=O)N3CCN(c4ccccc4)CC3)cnc12
→ x	x	x	6%	9%	2%	20
25	Cc1ccc(Cl)cc1N1CCN(C(=O)C2CCN(S(=O)(=O)c3c(C)noc3/C=C/c3ccccc3F)CC2)CC1
→ x	x	x	12%	5%	0%	-39
26	Cc1c(Br)c(=O)oc2c(Br)c(O)ccc12
→ -4%	21%	-29%	5%	13%	-2%	12
27	CCC(=O)Oc1ccc(C(=O)Nc2ccc3c(c2)OCO3)cc1
→ u	-11%	-2%	9%	x	-7%	-103*
28	COc1ccccc1NC(=O)CCCN1C(=O)C(c2ccccc2)Oc2cccnc21 (stereo unspecified)
→ 0%	-16%	4%	0%	9%	7%	u
29	Cc1cc(=O)[nH]c(N/N=C/c2cc(C)n(-c3ccccc3)c2C)n1
→ -21%	48%[activator]	3%	2%	32µM*	-2%	0
30	O=C(OCc1cccc(Cl)c1)c1cc([N+](=O)[O-])ccc1N1CCOCC1
→ x	-28%	-14%	-9%	4%	0%	0

Three entries drawn at random from the list so far, as already listed:
Screens in order: LmPK inh	AMA1-RON2 inh	AmpC inh no detg	AmpC detergent	Sm TGR inh	TbPYK inhibitor	HCMV inh
23	Cc1ccc(OCC(=O)OCC(=O)NC2CCCCCC2)cc1C
→ x	14%	x	x	x	-3%	-6
25	Cc1ccc(Cl)cc1N1CCN(C(=O)C2CCN(S(=O)(=O)c3c(C)noc3/C=C/c3ccccc3F)CC2)CC1
→ x	x	x	12%	5%	0%	-39
16	Cc1ccc(NC(=S)Nc2cccc(S(=O)(=O)Nc3c(C)n(C)n(-c4ccccc4)c3=O)c2)cc1
→ 4%	9%	-37%	1%	50µM*	-4%	-25

Further compounds.
Screens in order: LmPK inh	AMA1-RON2 inh	AmpC inh no detg	AmpC detergent	Sm TGR inh	TbPYK inhibitor	HCMV inh
31	CCNC(=O)C(=O)N1CCC2(CC1)OCCN2S(=O)(=O)c1ccc(C)cc1
→ x	-7%	-6%	-8%	1%	-9%	-13
32	COc1cccc(NC(=O)CN(C)C(=O)c2cc(S(=O)(=O)Nc3ccccc3OC)ccc2C)c1
→ x	-2%	x	x	x	3%	9
33	Cc1ccc(-c2nc(CN3CCN(C(=O)C4CCCO4)CC3)cs2)cc1 (stereo unspecified)
→ 1%	-5%	140%[activator]	9%	-1%	-6%	-71*
34	Cc1[nH]n(-c2ccc(Cl)cc2)c(=O)c1C=NC12CN3CN(CN(C3)C1)C2
→ -5%	33%[activator]	-31%	-17%	-5%	2%	42
35	CCn1cc(C(=O)Nc2ccc(Cl)cc2Cl)cn1
→ x	-7%	x	x	x	-3%	-13
36	CCOC(=O)C1CCN(C(=O)Cn2cnc3sc(C)c(S(=O)(=O)N4CCCCC4)c3c2=O)CC1
→ -3%	0%	28%	u	6%	-10%	0
37	CCCNC(=O)c1onc(CSc2ccccc2)c1C(=O)NCCC
→ x	-6%	-6%	1%	0%	0%	-20
38	CC1=C(C(=O)OCc2ccc3c(c2)OCO3)C(c2ccc(Cl)cc2)NC(=O)N1 (stereo unspecified)
→ 5%	0%	-23%	-9%	-1%	3%	-86*
39	CC1(C(=O)NC2CCCC2)CCC(=O)N1Cc1ccc2c(c1)OCO2 (stereo unspecified)
→ -6%	7%	-16%	-10%	1%	-2%	-5
40	CCOC(=O)c1ccc(NC(=O)c2ccnn2C)cc1
→ x	-12%	x	x	x	-3%	47
41	O=C(Nc1ccc2c(c1)nc1n2CCCCC1)c1cc(S(=O)(=O)N2CCOCC2)ccc1Cl
→ 1%	0%	107%[activator]	u	-3%	2%	-35
42	COc1ccccc1N1C(N)=NC(N)=NC12CCCCC2
→ -4%	23%	-19%	0%	10%	1%	u
43	CCN(CC)S(=O)(=O)c1ccc(OC)c(NC(=O)CCc2c(C)noc2C)c1
→ x	-9%	-2%	-4%	-25%	-7%	56
44	COc1ccc(C(=O)c2oc3ccccc3c2NC(=O)COc2cccc(C)c2C)cc1
→ x	x	x	25%	6%	-4%	13
45	O=C(Cn1c(=O)oc2ccccc21)N1CCN(c2ccc(N3CCOCC3)nn2)CC1
→ 3%	-2%	-25%	-17%	-3%	-1%	-23
46	O=C(CNC(=O)c1ccco1)NNC(=O)c1ccc(Br)cc1
→ x	34%[activator]	-2%	x	x	1%	-5
47	CCOc1ccc(S(=O)(=O)Nc2ccc(C(=O)NCC(c3ccco3)N3CCCCC3)cc2)cc1 (stereo unspecified)
→ x	0%	-5%	u	1%	-1%	10
48	Brc1ccccc1OCCOCCOc1cccc2cccnc12
→ -2%	-6%	2%	-1%	3%	8%	-18
49	Cc1cc(Cl)ccc1C(=O)C1CCCN(C(=O)c2ccoc2)C1 (stereo unspecified)
→ 0%	-6%	16%	1%	-16%	-3%	-34
50	Cc1cc(C)c(NC(=O)CN2C(=O)NC(CCc3ccccc3)C2=O)c(C)c1 (stereo unspecified)
→ 2%	-1%	3%[2.29 µM]	-2%	6%	0%	u
51	COCC1CCN(C(=O)C2CCN(c3nc(-c4ccccc4)nc4c3CCC4)CC2)C1 (stereo unspecified)
→ 6%	-4%	182%[activator]	-10%	-32%	-8%	-21
52	O=C(NCc1ccc(Cl)cc1)c1ccc(CS(=O)Cc2cccc(Cl)c2)o1 (stereo unspecified)
→ 5%	-4%	71%[activator]	1%	-17%	-6%	-12

Compounds shown so far with a furan ring, fused or not:
Screens in order: LmPK inh	AMA1-RON2 inh	AmpC inh no detg	AmpC detergent	Sm TGR inh	TbPYK inhibitor	HCMV inh
44	COc1ccc(C(=O)c2oc3ccccc3c2NC(=O)COc2cccc(C)c2C)cc1
→ x	x	x	25%	6%	-4%	13
46	O=C(CNC(=O)c1ccco1)NNC(=O)c1ccc(Br)cc1
→ x	34%[activator]	-2%	x	x	1%	-5
47	CCOc1ccc(S(=O)(=O)Nc2ccc(C(=O)NCC(c3ccco3)N3CCCCC3)cc2)cc1 (stereo unspecified)
→ x	0%	-5%	u	1%	-1%	10
49	Cc1cc(Cl)ccc1C(=O)C1CCCN(C(=O)c2ccoc2)C1 (stereo unspecified)
→ 0%	-6%	16%	1%	-16%	-3%	-34
52	O=C(NCc1ccc(Cl)cc1)c1ccc(CS(=O)Cc2cccc(Cl)c2)o1 (stereo unspecified)
→ 5%	-4%	71%[activator]	1%	-17%	-6%	-12
